Screening results (PubChem)
CHOP UPR activ: activators of apoptotic CHOP UPR arm, primary screen, cell-based, CHO-CHOP luciferase reporter, luminescence, uHTS. AID 449763, 2010. activation, % at 10 µM. 330,000 tested, 0.34% active. UPR activation; percent of tunicamycin response over DMSO baseline;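 active means at 10 µM dose, activation of 40% or more, normalized to positive control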;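 further: 100% = tunicamycin at 10 µg/mL and 0% = DMSO alone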
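Test system: CHO CHOP reporter cells. Input: 500 CHO-CHOP cells per well. Medium: F12 with 10% FBS. Technique: luciferase luminescence. Measure: percent activation relative to tunicamycin control. Dosing: 10 µM compound, 0.5% DMSO. Timing: 16-18 h cell attachment, then 6 h compound exposure, 37 °C.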
TIM10 inh: growth inhibitors of isogenic TIM10 control yeast, primary screen, counter-screen for tim10-1 yeast inhibitor project, luminescence, uHTS; S. cerevisiae TIM10 strain growth, BacTiter-Glo luminescence, 24 h; 330,000 tested, 1.4% active; inhibition, % at 10 µM; AID 463195, 2010;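 active means inhibition of 40% or more at the single tested concentration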;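 further: wild-type TIM10 isogenic control strain grown at permissive 25 °C; 0% = DMSO yeast wells and 100% = minimal medium wells without yeast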
Jurkat NFkB inh: inhibitors of induced NF-kB luciferase reporter, primary screen, TCR NF-kB activation inhibitor project, cell-based, luminescence, uHTS; Jurkat, PMA/ionomycin-induced NF-kB luciferase reporter; inhibition, % at 4 µM; 330,000 tested, 0.53% active; in the data active means inhibition above about 50%
Mdm2-MdmX inh: inhibitors of human Mdm2-MdmX association, primary screen, cell-based, luminescence, split luciferase, SaOS-2, uHTS. Protein Mdm4 (Homo sapiens) + E3 ubiquitin-protein ligase Mdm2 (Homo sapiens), …. SaOS-2 split-luciferase Mdm2/MdmX complementation. inhibition, % at 8 µM. 330,000 tested, 3% active;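 active means inhibition of at least 50% at 8 µM in the primary screen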
Target sequence (O15151 whole entry, looked up): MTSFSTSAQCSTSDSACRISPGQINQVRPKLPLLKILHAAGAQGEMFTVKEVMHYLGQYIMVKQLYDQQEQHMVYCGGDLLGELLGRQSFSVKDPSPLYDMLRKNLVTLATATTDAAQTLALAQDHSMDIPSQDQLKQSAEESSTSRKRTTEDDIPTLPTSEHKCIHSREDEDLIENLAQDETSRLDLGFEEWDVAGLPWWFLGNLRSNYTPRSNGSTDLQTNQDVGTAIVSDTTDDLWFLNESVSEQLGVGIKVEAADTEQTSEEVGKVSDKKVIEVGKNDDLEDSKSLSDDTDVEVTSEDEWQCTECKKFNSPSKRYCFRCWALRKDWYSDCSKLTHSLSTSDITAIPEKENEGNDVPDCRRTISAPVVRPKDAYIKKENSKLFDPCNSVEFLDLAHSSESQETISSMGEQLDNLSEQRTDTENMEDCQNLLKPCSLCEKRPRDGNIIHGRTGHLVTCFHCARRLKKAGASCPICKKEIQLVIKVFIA
Target sequence (Q00987 whole entry, looked up): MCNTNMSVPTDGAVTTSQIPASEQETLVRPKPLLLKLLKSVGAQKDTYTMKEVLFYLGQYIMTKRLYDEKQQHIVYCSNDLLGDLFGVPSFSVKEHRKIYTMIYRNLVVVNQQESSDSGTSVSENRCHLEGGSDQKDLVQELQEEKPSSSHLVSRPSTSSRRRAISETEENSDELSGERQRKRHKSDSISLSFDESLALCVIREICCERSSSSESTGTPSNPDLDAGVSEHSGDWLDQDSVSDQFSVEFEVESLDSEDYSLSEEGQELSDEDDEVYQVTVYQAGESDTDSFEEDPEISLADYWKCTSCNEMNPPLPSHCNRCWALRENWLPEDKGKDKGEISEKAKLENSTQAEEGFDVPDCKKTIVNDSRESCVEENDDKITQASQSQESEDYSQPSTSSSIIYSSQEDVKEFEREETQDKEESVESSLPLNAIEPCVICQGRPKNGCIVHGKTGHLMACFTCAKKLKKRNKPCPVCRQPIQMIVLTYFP
697 NFkB inh: inhibitors of PMA/ionomycin-induced NF-kB reporter, 697 cells, primary screen, B-cell NF-kB inhibitor project, cell-based, luminescence, uHTS | inhibition, % at 4 µM | 697 B-cell NF-kB luciferase reporter, 16 h | AID 435022, 2010 | 330,000 tested, 0.33% active; in the data active means inhibition above about 35%
tim23-1 inh: growth inhibitors of tim23-1 mutant yeast, primary screen, luminescence, uHTS | S. cerevisiae tim23-1 growth, BacTiter-Glo luminescence, 24 h | 330,000 tested, 1.3% active | inhibition, % at 20 µM;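 active means growth inhibition of the mutant yeast at or above 50%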;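 further: temperature-sensitive mutant grown at 25 °C; plate controls were DMSO-treated mutant yeast for no effect and medium wells lacking yeast for full effect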
XBP1 UPR activ: activators of adaptive XBP1 UPR arm, primary screen, cell-based, CHO-XBP1 luciferase reporter, luminescence, uHTS. IRE1-XBP1 UPR activation; percent of tunicamycin response, DMSO as zero. activation, % at 20 µM. 330,000 tested, 0.33% active. AID 463104, 2010;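 active means versus positive control, 20 µM dose yields 30% or more activation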;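 further: 100% = tunicamycin at 10 µg/mL and 0% = DMSO only wells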
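Signal: luciferase luminescence; Assay system: CHO-XBP1 luciferase reporter cells; Amount: one thousand reporter cells per well; Dosing: 20 µM single concentration, DMSO 1%; Benchmarks: high control tunicamycin 10 µg/mL final, low control DMSO vehicle only; Schedule: 6 h compound exposure at 37 °C, 5% CO2; Evaluation: percent activation relative to tunicamycin reference.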
tim10-1 inh: growth inhibitors of tim10-1 mutant yeast, primary screen, luminescence, uHTS. S. cerevisiae tim10-1 ts strain growth, BacTiter-Glo, 24 h. inhibition, % at 20 µM. 330,000 tested, 2.2% active;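 active means inhibition of at least 40%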;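 further: mutant grown at 25 °C; 0% = DMSO wells with yeast and 100% = wells holding no yeast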
Numbers without * were called inactive; . = not tested or not shown. An unsorted share of the library (roughly 6.6% active in at least one column).

structure,CHOP UPR activ,TIM10 inh,Jurkat NFkB inh,Mdm2-MdmX inh,697 NFkB inh,tim23-1 inh,XBP1 UPR activ,tim10-1 inh
COC(=O)c1cn(C(=O)c2cccs2)c2ccccc12,1.5,21,27,6,10,40,1,22
Cc1ccc2c(c1)N(CC(=O)NC1CCCCCC1)C(=O)c1cccnc1O2,-0.5,10,4,6,-38,15,-3,-8
O=C(CSc1nnc(-c2ccc(C(F)(F)F)cn2)s1)c1ccc(Cl)cc1,-1.5,-11,-7,-6,-9,6,0,-3
Cc1cc(=O)oc(C)c1C(=O)NCC1CCCO1 (stereo not drawn),0.0,3,3,-8,-2,6,2,6
COc1ccc(NC(=O)C(Cl)=C(Cl)Cl)cn1,-2.0,-17,26,5,25,-21,-5,-37
CC(=O)Cn1nnc2sc3c(c2c1=O)CCC(C(C)(C)C)C3 (stereo not drawn),5.3,8,-78,-82,-111,25,4,-23
Cc1ccc(S(=O)(=O)N2CCOCC2)cc1NC(=O)CSc1ccccn1,-1.1,-26,2,7,-9,9,-2,28
Cc1cc(C(C)(C)C)ccc1OCCN1CCCC1,1.1,-20,-24,-15,-37,-38,2,-13
Cc1ccsc1CNn1cnnc1SCc1ccc(Cl)cc1,2.0,2,-1,2,-38,15,0,-1
COCCCNC(=O)Cn1cnc2sc(C)c(S(=O)(=O)N3CC(C)CC(C)C3)c2c1=O (stereo not drawn),3.2,-6,2,6,10,3,1,-2
Cc1cccc(Nc2nc(N)nc(CN3CCN(c4ccc(F)cc4)CC3)n2)c1,0.8,19,10,34,-5,20,1,29
O=C(CC1CCCC1)Nc1ccc(Cl)c(S(=O)(=O)N2CCOCC2)c1,0.8,6,9,13,-10,22,0,20
Cc1cc(N2C(=O)C(O)=C(C(=O)c3cc4ccccc4o3)C2c2cccc(Cl)c2)no1 (stereo not drawn),1.7,-1,11,29,9,15,-4,15
CC[C@]1(C(=O)OC)[C@H]2C(=O)N(C)C(=O)[C@H]2[C@H]2CN(C)C(=NCc3ccccc3)N21,0.6,-3,.,15,8,36,0,13
Cc1occc1C(=O)N1CCCC(Nc2ccc(C(C)C)cc2)C1 (stereo not drawn),0.7,4,-12,31,-2,23,-4,16
c1ccc(-c2noc(CSc3nnnn3-c3ccccc3)n2)cc1,3.5,-17,2,-5,-12,14,0,9
COc1cc(OC)cc(C(=O)Nc2cccc(-c3ccc(N4CCOCC4)nn3)c2)c1,6.0,6,-52,40,-9,14,1,-1
Cc1nccn1Cc1ccccc1,3.4,-5,7,8,23,8,-5,2
CN(C)c1ccc(/C(=N\O)C(F)(F)F)cc1,1.4,-23,-9,1,5,12,2,16
CCOC(=O)c1sc(NC(=O)c2ccc(Cl)s2)cc1C,5.8,3,-195,-35,-113,-13,0,-25
COc1ccc(CNC(=O)CSc2nnc(Cn3nnc4ccccc43)n2C)cc1,0.0,14,6,18,7,13,-1,16
CCOc1ccccc1CN1CCNC(=O)C1CC(=O)NCCC1=CCCCC1 (stereo not drawn),-0.7,13,-17,-15,-14,22,-2,22
O=C(O)CC1(CC(=O)Nc2cccc(C(F)(F)F)c2)CCCC1,0.6,-9,2,2,20,-5,-1,-2
C/C(N)=C(/C#N)C(=O)COC(=O)c1cc(-c2ccccc2)nc2ccc(Br)cc12,2.5,3,4,36,9,-2,-1,-4
O=c1c(Cl)c(O)c2cccc3c4ccccc4n1c23,-1.5,9,10,6,6,20,-2,16
COc1cccc(CNc2cnc3ccccc3c2)c1O,4.0,31,-72,-49,-162,36,-1,36
Cn1nnnc1Sc1ncnc2scc(-c3ccc[nH]3)c12,4.6,11,-17,69*,-28,16,-3,9
Cc1ccc(-c2cc(C(=O)Nc3c(C)n(C)n(-c4ccccc4)c3=O)no2)cc1,-0.9,8,-14,-5,18,14,-1,27
CCC(=O)c1ccc(OCC(O)CN2CCN(c3ccc(F)cc3)CC2)cc1 (stereo not drawn),-2.0,5,8,15,10,-4,-4,23
Cc1ccc(OC(=S)Nc2ccc(F)cc2)cc1,1.7,1,-9,26,13,0,2,7

Arranged by the number under Jurkat NFkB inh (lowest first): some entries from above.
compound | Jurkat NFkB inh
COc1cccc(CNc2cnc3ccccc3c2)c1O | -72
COCCCNC(=O)Cn1cnc2sc(C)c(S(=O)(=O)N3CC(C)CC(C)C3)c2c1=O (stereo not drawn) | 2
Cc1cc(N2C(=O)C(O)=C(C(=O)c3cc4ccccc4o3)C2c2cccc(Cl)c2)no1 (stereo not drawn) | 11

Continuation.
structure,CHOP UPR activ,TIM10 inh,Jurkat NFkB inh,Mdm2-MdmX inh,697 NFkB inh,tim23-1 inh,XBP1 UPR activ,tim10-1 inh
Cc1nnc(SCC(=O)N/N=C/c2ccc(-c3ccc(C)c(Cl)c3)o2)s1,1.7,25,-19,-1,-3,24,-4,26
COc1ccc(CSc2nnc(N)s2)cc1F,0.2,-2,6,-1,-15,-1,-4,-8
Cc1ccc(C(=O)CC2(O)C(=O)N(C)c3ccc(Br)cc32)c(C)c1 (stereo not drawn),-2.4,3,-7,18,14,16,-2,20
O=C(c1cc(-c2cccs2)on1)N1CCOCC1,3.0,10,-78,-24,-33,8,0,4
COc1ccccc1C(=O)Nc1nnc(-c2ccc(F)cc2)s1,8.7,10,-32,4,-38,27,4,8
COc1cccc(CC(=O)N2CCC(n3nccc3NC(=O)C3CC3)CC2)c1,3.0,-4,-10,4,12,6,-6,-7
O=[N+]([O-])c1cccc(-c2cc3cccc[n+]3cc2-c2cccc([N+](=O)[O-])c2)c1,-1.1,6,1,19,-35,5,-1,17
CSc1ccccc1NC(=O)c1ccc(N2CC3CC(C2)c2cccc(=O)n2C3)c(NC(=O)c2ccncc2)c1 (stereo not drawn),0.5,2,1,28,-1,3,-1,14
O=C(COc1ccc(Br)cc1)OCCN1CCCCC1,4.5,3,13,12,11,-2,-4,-5
COc1cccc(CNC(=O)C2=C(C)C(=O)OC23CCC(C)CC3)c1 (stereo not drawn),0.1,5,1,-14,-3,10,2,15
O=C(COc1cc(Cl)c(Cl)cc1Cl)NC(=O)NC1CCCC1,4.7,24,-13,-18,13,1,4,29
O=C(N/N=C/c1ccc2c(c1)OCO2)c1cccc2ccccc12,2.2,-3,34,50,-7,-8,19,-11
COc1cccc(NC(=O)CCN2CCN(C)CC2)c1,-0.9,4,-4,-4,-28,8,-3,-2
CCCNC(=O)c1cc(-c2ccc(Br)cc2)on1,1.8,-18,-106,-112,-102,-10,3,11
CC1C(=O)C(C)C(c2cc(Cl)ccc2O)NC1c1cc(Cl)ccc1O (stereo not drawn),1.6,-5,15,39,7,37,3,27
COc1ccc(N(CC(=O)Nc2cccc(C)c2C)S(=O)(=O)c2c(C)n[nH]c2C)cc1,0.0,13,11,21,30,5,-3,8
CC(=O)NCc1ccc(S(=O)(=O)NC(C)CCc2ccccc2)cc1 (stereo not drawn),1.2,-3,7,1,8,12,3,3
c1ccc(C2[C@H]3CN(Cc4cccnc4)[C@H](c4ccccc4)C34CC2(c2cccnc2)C4)cc1 (stereo partly drawn),1.4,18,8,18,30,28,1,16
CN(CC(=O)Nc1ccccc1)CC(=O)Nc1ccccc1Cl,4.5,-21,-23,5,-7,16,4,15
COc1ccc(C(=O)CCS(=O)(=O)c2ccc(C)cc2)cc1OC,36,12,4,20,3,22,-8,18
CC1(C)Oc2ccc3ccc(=O)oc3c2/C(=C/N)C1=O,-0.1,2,-4,37,2,-18,3,20
CCCCOc1ccc(/C(O)=C(\C#N)c2nc3ccccc3[nH]2)cc1,-0.2,-10,6,10,4,-13,-2,-25
CCCS(=O)(=O)N1CCC(C(=O)NCCCOC)CC1,1.5,8,13,22,32,-2,2,-5
S=C(NCc1ccco1)N/N=C/c1cccnc1,-1.9,7,9,13,14,14,-2,10
Cc1cccc(OCCCCn2c(CO)nc3ccccc32)c1,2.7,-15,2,-12,-14,12,1,-78
N#CCCNS(=O)(=O)c1ccc(C(=O)OCCCOC(=O)c2ccc(S(=O)(=O)NCCC#N)cc2)cc1,1.8,-12,1,19,-17,1,-5,-18
C=CCOc1nc(-c2ccncc2)nc2ccccc12,-1.2,40,-8,23,0,23,2,35
O=Nc1c(O)[nH]c2ccc(F)cc12,-2.8,16,6,2,25,6,-1,13
COc1ccc(NS(=O)(=O)c2cccc(C(=O)N3CCN(Cc4ccc5c(c4)OCO5)CC3)c2)cc1,-0.5,4,-2,29,14,3,-2,7
O=C(Nc1ccccc1Cl)C(=O)c1cn(CC(=O)N2CCOCC2)c2ccccc12,2.3,17,-98,-89,-157,10,-1,17
CC(=O)Nc1ccc(C(=O)OCC(=O)Nc2ccccc2F)cc1,1.9,1,13,14,-2,5,-1,-5
COc1ccccc1/C=C/CN1CCOCC1,-0.5,-6,-13,-25,12,13,2,0
Cc1ccc(C(=O)NNC(=O)C2CCN(Cc3ccccc3)CC2)cc1,1.4,-5,13,-10,10,-10,-3,-12
COc1cc(OC)c(NC(=O)C2CC(=O)N(c3ccc4c(c3)OCCO4)C2)cc1Cl (stereo not drawn),2.3,17,3,-8,-1,10,-1,-3
COC(=O)NCC(c1cccnc1)N1CCOCC1 (stereo not drawn),2.1,-11,7,7,5,8,-1,3
Cc1cc(NC(=O)c2ccccc2Oc2ccccc2)no1,0.2,39,11,29,3,33,-1,44*
O=c1oc2ccccc2c(N2CCC(c3ccccc3)CC2)c1[N+](=O)[O-],0.9,34,-6,17,6,28,-2,35
C=CCOc1c(Cl)cc(CNn2cn[nH]c2=S)cc1OC,-0.9,8,8,6,7,5,4,12
Cc1c(C)n(C(=O)CN2CCC(C)CC2)c2ccccc12,-4.0,-10,-4,19,14,7,-1,14
COc1ccc(C)cc1S(=O)(=O)N1CCOCC1,-1.4,7,12,-27,-1,-2,-6,-4
Cc1cc(C)c2c(n1)sc1c(=O)[nH]c(SCc3ccccc3)nc12,-0.4,14,-11,16,2,16,4,-2
Cc1ccc(CS(=O)Cc2ccc(C(=O)NCc3cccs3)o2)cc1 (stereo not drawn),-0.2,2,10,17,5,9,-7,18
O=c1[nH]cccc1-c1nc2ccccc2n1Cc1cccc(F)c1,-1.3,16,6,5,7,3,-7,0
COc1cc(C)c(NC(=O)COc2ccc3c(c2)CCC3)cc1OC,-0.2,12,1,5,1,22,-4,28
Cc1ccccc1OCC(O)Cn1nnc2ccccc21 (stereo not drawn),7.0,-1,-82,-84,-103,1,2,19

Ordered by molecular weight (low to high): 3 of the compounds above.
structure,CHOP UPR activ,TIM10 inh,Jurkat NFkB inh,Mdm2-MdmX inh,697 NFkB inh,tim23-1 inh,XBP1 UPR activ,tim10-1 inh
COc1ccc(C)cc1S(=O)(=O)N1CCOCC1,-1.4,7,12,-27,-1,-2,-6,-4
Cc1c(C)n(C(=O)CN2CCC(C)CC2)c2ccccc12,-4.0,-10,-4,19,14,7,-1,14
C=CCOc1c(Cl)cc(CNn2cn[nH]c2=S)cc1OC,-0.9,8,8,6,7,5,4,12
